Source: PubChem
HIV peptide binding: inhibitors of HIV fusion peptide binding, primary screen, biochemical, uHTS, fluorescence dequenching (AID 1986); cell-free peptide binding, fluorescence dequenching, 30 min; higher % means a stronger effect; inhibition, % at 20 µM; hits with a dose series show IC50 in µM; hit rate 0.3% among 290,000; in the data active means inhibition mostly above about 52%, no sharp cut-off; inactive means mostly below about 76%; further: some results filed as inactive read as strong as hits
Dengue-2 NS5 capping: Dengue-2 NS5 methyltransferase inhibitors, primary screen, biochemical, confirmation dose response (AID 588689); Dengue-2 NS5 methyltransferase capping enzyme assay, biochemical; higher % means a stronger effect; hit rate 0.3% among 340,000; inhibition, % at 25 µM, or IC50 in µM where a hit was titrated; in the data active means a potency from the dose series
KOR beta-arrestin-1: KOR agonists, beta-arrestin recruitment, primary screen, cell-based, luminescence, uHTS (AID 1777) | KOR beta-arrestin recruitment, luminescence; higher % means a stronger effect | activation, % at 10 µM; hits with a dose series show EC50 in µM | hit rate 0.02% among 280,000; in the data active means activation above about 50%, passing the limit was not always enough; further: a part of the inactive calls stands beside numbers as strong as those of hits
West Nile antiviral: West Nile virus antiviral activity, cell-based, CPE readout (AID 1621) | West Nile virus-infected cells, CPE inhibition; higher % means a stronger effect | hit rate 0.02% among 290,000 | CPE inhibition, % at 10 µM; hits with a dose series show IC50 in µM; in the data active means a potency from the dose series; further: strong numbers were not always called active
AID2073: inhibitors of Mint1-CaV2.2 protein interaction, biochemical, HTRF (AID 2073). HTRF protein-protein interaction, Mint1-CaV2.2; higher % means a stronger effect. inhibition, % at 20 µM; hits with a dose series show IC50 in µM. hit rate 0.19% among 290,000; in the data active means inhibition mostly above about 51%, no sharp cut-off; further: some results filed as inactive read as strong as hits
NOD2 inhibition: NOD2 signaling inhibitors, cell-based, luminescence, uHTS, HEK293 (AID 1566); HEK293 NOD2/NF-kB luciferase reporter, luminescence; higher % means a stronger effect; inhibition, % at 4 µM; hits with a dose series show EC50 in µM; hit rate 0.63% among 290,000; further: many of its hits are not listed in these tables
Yfh1-off respiration: mitochondrial function rescue without frataxin homolog – Friedreich's ataxia, plus single-dose screen, dose response (AID 1465). hit rate 0.074% among 220,000. fold induction at 50 µM; hits with a dose series show EC50 in µM. S. cerevisiae Yfh1-off respiration, WST-1 reduction, 72 h; higher fold induction means a stronger effect;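 active means fold induction of absorbance versus untreated yeast above a set limit, then at least 30% activation at any dose in follow-up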;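 further: activators that raise dye reduction in frataxin-depleted yeast; strong numbers were not always called active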
KOR beta-arrestin-2: kappa opioid receptor blockers – cell-based, luminescence, uHTS (AID 1778); inhibition, % at 10 µM; hits with a dose series show IC50 in µM; KOR beta-arrestin recruitment, luminescence, antagonist mode; higher % means a stronger effect; hit rate 0.091% among 290,000; further: strong numbers were not always called active
NOD1 NF-kB reporter: NOD1 signaling inhibitors, primary screen, cell-based, luminescence, uHTS (AID 1578). NOD1-driven NF-kB luciferase reporter cells, luminescence; higher % means a stronger effect. one-dose inhibition, % at 4 µM; EC50 in µM for titrated hits. hit rate 1% among 290,000; in the data active means inhibition mostly above about 36%, no sharp cut-off; inactive means mostly below about 34%;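 further: HEK-293T reporter cells stimulated with the NOD1 agonist gamma-tri-DAP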
Dengue-2 NS5 capping pilot replicate: also measured in Dengue-2 NS5 capping; calls as there; inhibition, %; measured here: pilot screen replicate inhibition
Numbers without * were called inactive; [ ] = remark or other dose. Unless noted, no stated cut-off is given here; in the data, active means inhibition above about 50%; inactive means the rest. Not all compounds are listed; the hit share may differ from the screen's.

Sample of the layout:
Screening O=C(CN1CCCCC1)Nc1ccc(S(=O)(=O)N2CCCCCC2)cc1 returned HIV peptide binding -0.2%, Dengue-2 NS5 capping -1%, KOR beta-arrestin-1 -3.3%, West Nile antiviral 0.1%, AID2073 -3%, NOD2 inhibition -9%, Yfh1-off respiration inactive, KOR beta-arrestin-2 33% and NOD1 NF-kB reporter -5%.
O=C(O)c1cccc(NCc2cccnc2)c1 was read as HIV peptide binding 0.5%, Dengue-2 NS5 capping -1%, KOR beta-arrestin-1 -5.0%, West Nile antiviral -0.1%, AID2073 15%, NOD2 inhibition 2%, Yfh1-off respiration inactive, KOR beta-arrestin-2 -24% and NOD1 NF-kB reporter 7%.

Results, repeating the preview:
Screening O=C(CN1CCCCC1)Nc1ccc(S(=O)(=O)N2CCCCCC2)cc1 returned HIV peptide binding -0.2%, Dengue-2 NS5 capping -1%, KOR beta-arrestin-1 -3.3%, West Nile antiviral 0.1%, AID2073 -3%, NOD2 inhibition -9%, Yfh1-off respiration inactive, KOR beta-arrestin-2 33% and NOD1 NF-kB reporter -5%.
O=C(O)c1cccc(NCc2cccnc2)c1 was read as HIV peptide binding 0.5%, Dengue-2 NS5 capping -1%, KOR beta-arrestin-1 -5.0%, West Nile antiviral -0.1%, AID2073 15%, NOD2 inhibition 2%, Yfh1-off respiration inactive, KOR beta-arrestin-2 -24% and NOD1 NF-kB reporter 7%.
CCOc1ccc2cc(C(=O)c3ccccc3)c(=O)oc2c1 was read as HIV peptide binding -2.3%, Dengue-2 NS5 capping -1%, KOR beta-arrestin-1 -0.7%, West Nile antiviral -0.2%, AID2073 1%, NOD2 inhibition -58%, Yfh1-off respiration inactive, KOR beta-arrestin-2 5% and NOD1 NF-kB reporter -52%.
Screening O=C(C[C@@H]1NS(=O)(=O)OC2CCCCC21)c1ccccc1 (some centres not stated) returned HIV peptide binding 1.1%, Dengue-2 NS5 capping 0%, KOR beta-arrestin-1 -5.4%, West Nile antiviral -0.1%, AID2073 10%, NOD2 inhibition 4%, KOR beta-arrestin-2 -20%[20 µM] and NOD1 NF-kB reporter -12%.
For COc1ccc(OC)c(Nc2nc(N)c([N+](=O)[O-])c(NCc3ccccc3)n2)c1 the results were HIV peptide binding 0.2%, KOR beta-arrestin-1 6.9%, West Nile antiviral 0.1%, AID2073 16%, NOD2 inhibition -29%, KOR beta-arrestin-2 -22% and NOD1 NF-kB reporter -9%.
For O=C1C(Cl)=C(NC2CCCCC2)C(=O)N1c1ccc(Cl)cc1 the results were HIV peptide binding -0.3%, Dengue-2 NS5 capping 1%, KOR beta-arrestin-1 -0.8%, West Nile antiviral -0.1%, AID2073 38%, NOD2 inhibition -11%, Yfh1-off respiration inactive, KOR beta-arrestin-2 -5% and NOD1 NF-kB reporter -45%.
For OC(CNCc1ccc(F)cc1)(c1ccc(F)cc1)c1ccc(F)cc1 the results were HIV peptide binding -2.3%, Dengue-2 NS5 capping -4%, KOR beta-arrestin-1 -0.2%, West Nile antiviral -1.1%, AID2073 -2%, NOD2 inhibition 18%, Yfh1-off respiration inactive, KOR beta-arrestin-2 4%, NOD1 NF-kB reporter 12% and Dengue-2 NS5 capping pilot replicate -0.6.
Screening CC(C)(O)C#Cc1ccc(C(=O)NC2CCCCC2)s1 returned HIV peptide binding 0.7%, Dengue-2 NS5 capping -9%, KOR beta-arrestin-1 -4.6%, West Nile antiviral -0.3%, AID2073 -4%, NOD2 inhibition -20%, Yfh1-off respiration inactive, KOR beta-arrestin-2 -6%[20 µM] and NOD1 NF-kB reporter -37%.
For O=c1c(C(c2nnnn2C2CCCCC2)N2CCCCC2)coc2ccc(Cl)cc12 (configuration not stated) the results were HIV peptide binding 55%, Dengue-2 NS5 capping -9%, KOR beta-arrestin-1 1.9%, West Nile antiviral 2.0%, AID2073 -9%, NOD2 inhibition -12%, Yfh1-off respiration inactive, KOR beta-arrestin-2 -4%, NOD1 NF-kB reporter 31% and Dengue-2 NS5 capping pilot replicate -0.6.
`CCOC(=O)c1c(CN2CCOCC2)n(-c2ccccc2)c2cc(Br)c(O)c(CN(C)C)c12` gave HIV peptide binding 0.0%, Dengue-2 NS5 capping 4%, KOR beta-arrestin-1 -2.5%, West Nile antiviral -0.2%, AID2073 -8%, NOD2 inhibition 16%, Yfh1-off respiration inactive, KOR beta-arrestin-2 3% and NOD1 NF-kB reporter -15%.
O=C(COc1ccc(S(=O)(=O)NCCc2ccccc2)cc1)N1CCCC1 was read as HIV peptide binding -0.8%, Dengue-2 NS5 capping -1%, KOR beta-arrestin-1 2.3%, West Nile antiviral -0.7%, AID2073 -4%, NOD2 inhibition -4%, Yfh1-off respiration inactive, KOR beta-arrestin-2 -1% and NOD1 NF-kB reporter -22%.
`Cc1nc2ccccc2n1CC(=O)OCC(=O)Nc1ccc2c(c1)OCCO2` gave HIV peptide binding -1.3%, Dengue-2 NS5 capping 2%, KOR beta-arrestin-1 0.5%, West Nile antiviral 0.3%, AID2073 6%, NOD2 inhibition 17%, Yfh1-off respiration inactive, KOR beta-arrestin-2 9% and NOD1 NF-kB reporter 17%.
Screening Clc1ccccc1-c1nnc(-c2cccnc2)o1 returned HIV peptide binding 2.1%, Dengue-2 NS5 capping -1%, KOR beta-arrestin-1 2.1%, West Nile antiviral -0.8%, AID2073 3%, NOD2 inhibition -42%, KOR beta-arrestin-2 -35% and NOD1 NF-kB reporter -11%.
`CNC(=O)N(O)C1N(/N=C/c2cccnc2)C(=S)SC1(C)C` (configuration not stated) gave HIV peptide binding -0.4%, Dengue-2 NS5 capping 2%, KOR beta-arrestin-1 5.8%, West Nile antiviral 0.4%, AID2073 -16%, NOD2 inhibition 6%, Yfh1-off respiration inactive, KOR beta-arrestin-2 36% and NOD1 NF-kB reporter -3%.
For Fc1cc(Br)ccc1NC(=S)NCCc1ccccc1 the results were HIV peptide binding -1.4%, Dengue-2 NS5 capping 2%, KOR beta-arrestin-1 7.5%, West Nile antiviral -0.8%, AID2073 -25%, NOD2 inhibition -32%, Yfh1-off respiration inactive, KOR beta-arrestin-2 12% and NOD1 NF-kB reporter 6%.
CC(=O)OCC(=O)Nc1ccccc1OC(F)F was read as HIV peptide binding 1.2%, Dengue-2 NS5 capping -4%, KOR beta-arrestin-1 -2.6%, West Nile antiviral -0.6%, AID2073 2%, NOD2 inhibition 5%, Yfh1-off respiration inactive, KOR beta-arrestin-2 1% and NOD1 NF-kB reporter -27%.
CC(=O)Nc1ccc(NC(=O)CSc2nccn2Cc2ccccc2)cc1 was read as HIV peptide binding -0.6%, Dengue-2 NS5 capping -5%, KOR beta-arrestin-1 -4.7%, West Nile antiviral -0.2%, AID2073 -2%, NOD2 inhibition -1%, Yfh1-off respiration inactive, KOR beta-arrestin-2 -2%, NOD1 NF-kB reporter -10% and Dengue-2 NS5 capping pilot replicate 4.3.
Screening Cc1nn(C)c(C)c1S(=O)(=O)N1CCC(C(=O)Nc2ccc3c(c2)OCCO3)CC1 returned HIV peptide binding 1.2%, Dengue-2 NS5 capping -7%, KOR beta-arrestin-1 8.0%, West Nile antiviral 0.3%, AID2073 -3%, NOD2 inhibition 6%, Yfh1-off respiration inactive, KOR beta-arrestin-2 -5% and NOD1 NF-kB reporter -15%.
Cc1ccccc1OCCNc1cc(N2CCCCC2)ccc1[N+](=O)[O-] was read as HIV peptide binding -4.0%, Dengue-2 NS5 capping -10%, KOR beta-arrestin-1 11%, West Nile antiviral 1.4%, AID2073 -1%, NOD2 inhibition -15%, Yfh1-off respiration inactive, KOR beta-arrestin-2 -8% and NOD1 NF-kB reporter 20%.
Cc1ccccc1NC(=S)NNC(=O)c1ccncc1 was read as HIV peptide binding -0.7%, Dengue-2 NS5 capping 3%, KOR beta-arrestin-1 -6.7%, West Nile antiviral 1.4%, AID2073 -17%, NOD2 inhibition -5%, Yfh1-off respiration inactive, KOR beta-arrestin-2 -45%[20 µM] and NOD1 NF-kB reporter -26%.
Screening CSc1nc(N2CCCC2)c2c(c1C#N)CC(C)(C)OC2 returned HIV peptide binding -2.0%, Dengue-2 NS5 capping -10%, KOR beta-arrestin-1 3.2%, West Nile antiviral 0.5%, AID2073 11%, NOD2 inhibition -1%, Yfh1-off respiration inactive, KOR beta-arrestin-2 -67% and NOD1 NF-kB reporter 15%.
Screening O=C(c1ccccc1F)N1CCCC(c2ccccc2)C1 (configuration not stated) returned HIV peptide binding 2.8%, Dengue-2 NS5 capping -3%, KOR beta-arrestin-1 1.0%, West Nile antiviral -1.0%, AID2073 15%, NOD2 inhibition 2%, Yfh1-off respiration inactive and NOD1 NF-kB reporter -28%.
Screening Cc1cc(SCC(=O)c2cccs2)nc2ccccc12 returned HIV peptide binding 3.3%, Dengue-2 NS5 capping -1%, KOR beta-arrestin-1 -0.7%, West Nile antiviral 1.4%, AID2073 10%, NOD2 inhibition -24%, Yfh1-off respiration inactive, KOR beta-arrestin-2 8% and NOD1 NF-kB reporter -32%.
`CN1CC2CCCC3(C1)C(=O)NC1(CCCCC1)N=C23` (configuration not stated) gave HIV peptide binding 1.3%, Dengue-2 NS5 capping -3%, KOR beta-arrestin-1 -5.5%, West Nile antiviral 0.1%, AID2073 -2%, NOD2 inhibition 15%, Yfh1-off respiration inactive, KOR beta-arrestin-2 -1% and NOD1 NF-kB reporter -7%.
For COc1cc(C2NC(=O)c3ccccc3O2)cc(OC)c1OC (configuration not stated) the results were HIV peptide binding -2.7%, Dengue-2 NS5 capping -10%, KOR beta-arrestin-1 -3.9%, West Nile antiviral 0.2%, AID2073 0%, NOD2 inhibition -1%, Yfh1-off respiration inactive, KOR beta-arrestin-2 -22% and NOD1 NF-kB reporter 3%.
Screening COc1cccc(CN(CC(=O)NC2CCCC2)C(=O)c2csnn2)c1 returned HIV peptide binding 0.5%, Dengue-2 NS5 capping -2%, KOR beta-arrestin-1 -4.1%, West Nile antiviral -0.8%, AID2073 2%, NOD2 inhibition -14%, KOR beta-arrestin-2 -16% and NOD1 NF-kB reporter -13%.
`Cc1cc(C)n(-c2nc3ccccc3nc2N2CCN(S(=O)(=O)c3ccc(F)c(C)c3)CC2)n1` gave HIV peptide binding -1.7%, Dengue-2 NS5 capping -3%, KOR beta-arrestin-1 2.1%, West Nile antiviral -0.5%, AID2073 22%, NOD2 inhibition -6%, Yfh1-off respiration inactive, KOR beta-arrestin-2 25% and NOD1 NF-kB reporter -22%.
For CN1CCN(C(=O)/C=C/c2c(F)cccc2Cl)CC1 the results were HIV peptide binding 2.7%, Dengue-2 NS5 capping -3%, KOR beta-arrestin-1 -3.0%, West Nile antiviral -0.2%, AID2073 11%, NOD2 inhibition 10%, KOR beta-arrestin-2 -17% and NOD1 NF-kB reporter -18%.
O=c1c2ccccc2c(/C=N/n2cnnc2)c(O)n1-c1ccccc1 was read as HIV peptide binding 1.0%, Dengue-2 NS5 capping 0%, KOR beta-arrestin-1 -3.5%, West Nile antiviral 0.2%, AID2073 13%, NOD2 inhibition -12%, Yfh1-off respiration inactive, KOR beta-arrestin-2 38% and NOD1 NF-kB reporter -25%.
Screening CCC(=O)Nc1ccc(C(=O)CSc2nnc(-c3ccccc3F)n2C2CC2)cc1 returned HIV peptide binding 2.9%, Dengue-2 NS5 capping -3%, KOR beta-arrestin-1 -4.1%, West Nile antiviral -0.6%, AID2073 35%, NOD2 inhibition 8%, Yfh1-off respiration inactive, KOR beta-arrestin-2 4% and NOD1 NF-kB reporter -6%.
Screening CN(C)c1ccc(/C=N\NC(=O)c2csnn2)cc1 returned HIV peptide binding 0.9%, KOR beta-arrestin-1 2.1%, West Nile antiviral 0.3%, AID2073 -13%, NOD2 inhibition -137%, Yfh1-off respiration inactive, KOR beta-arrestin-2 -20% and NOD1 NF-kB reporter 8%.
